Assay outcomes from PubChem.
MBNL1-CUG inh: MBNL1-poly(CUG) RNA binding inhibition. Q9NR56. TR-FRET MBNL1-His/biotin-(CUG)12 binding, 665/545 ratio. Potency, µM (highest dose often 57.5 µM), for the others: at the highest dose activity change, negative = inhibition, usual class: inhibitors. 280,000 tested, 0.036% active. AID 2675; active = well fitted inhibition curve with a large enough effect in the signal ratio, with a control signal flat, not every such curve was filed as active; inconclusive = small, poorly fitted or top-dose-only effect, or effect the other way, or a change in a side signal; inactive = no such curve, though single readings can be large or run the other way; the % refers to the signal ratio; note: potency is the fitted concentration of half-maximal effect; % is set by controls: 0 for no effect and ±100 for the full control effect
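TR-FRET readout: Ex 340 nm, 665/545 nm emission ratio, normalized to buffer-only (basal) and MBNL1-(CUG)12 controls. Complex of MBNL1-His with Biotin-(CUG)12, compounds 92 nM–58 uM, incubated 60 min at room temperature.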
PKM2 activator: PKM2 (human) enzyme activation | P14618 | Potency, µM (titrated, usually from 57.5 µM), for inactives: at the top dose activation, usual class: activators | purified PKM2, Kinase-Glo ATP luminescence, activation; response scale: 0% is enzyme alone, no compound | 260,000 tested, 0.34% active; note: potency is the fitted concentration of half-maximal effect; % is set by controls: 0 for no effect and ±100 for the full control effect; nearly all actives have a fitted effect of over 55% in size
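Kinase-Glo luminescence reports ATP generated from ADP (0.1 mM) and PEP (0.5 mM) by purified hPK-M2 after 1 h at room temperature, pH 7.2 imidazole buffer; intermediate enzyme activity allows detecting inhibitors and activators.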
USP2a inh: inhibitors of human ubiquitin-specific protease USP2a; O75604; USP2 core, Ub-CHOP2 coupled fluorogenic reporter, 485/531; Potency, µM (top dose mostly 38.3 µM), for the others: at the highest dose activity change, negative = inhibition, usual class: inhibitors; 330,000 tested, 0.01% active; AID 463254;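 note: potency is the fitted concentration of half-maximal effect; plate controls were DMSO wells for no effect and full inhibition by NEM control for full effect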
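USP2 core (10nM final) preincubated 30min RT with compound in 20mM Tris-HCl pH 8.0, 2mM CaCl2, 2mM beta-mercaptoethanol, 0.05% CHAPS; 25nM Ub-CHOP2 plus 25nM reporter substrate added, fluorescence (Ex485/Em531) read after 60min.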
GALK inh: inhibitors of human galactokinase; 270,000 tested, 0.007% active; AID 1868; Purified GALK, Kinase-Glo residual ATP luminescence; P51570; Potency, µM (series often up to 57.5 µM), without a hit: at the highest dose activity change, negative = inhibition, most hits filed as inhibitors; note: potency is the fitted concentration of half-maximal effect; % is set by controls: 0 for no effect and ±100 for the full control effect
Target sequence (P51570 whole entry, looked up): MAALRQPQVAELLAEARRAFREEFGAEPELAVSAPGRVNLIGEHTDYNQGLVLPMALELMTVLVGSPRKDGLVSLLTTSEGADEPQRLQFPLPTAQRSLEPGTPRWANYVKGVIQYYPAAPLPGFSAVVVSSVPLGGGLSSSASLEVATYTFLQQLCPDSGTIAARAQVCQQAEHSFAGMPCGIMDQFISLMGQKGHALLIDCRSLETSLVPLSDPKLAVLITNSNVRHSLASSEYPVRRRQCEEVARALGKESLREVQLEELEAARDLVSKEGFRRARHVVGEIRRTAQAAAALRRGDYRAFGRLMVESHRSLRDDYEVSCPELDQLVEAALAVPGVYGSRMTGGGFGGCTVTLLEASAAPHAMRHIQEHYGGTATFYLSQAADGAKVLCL
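The enzyme phosphorylates galactose (100 uM) using ATP (35 uM); inhibition is detected as higher residual ATP, quantified by bioluminescence after 1 h reaction at room temperature, pH 8.0.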
Menin MLL FP TR: menin-MLL binding inhibition, Texas Red mutant peptide. 270,000 tested, 0.23% active. O00255. Menin + Texas Red MLL mutant peptide, fluorescence polarization. Potency, µM (highest dose often 61.6 µM), for inactives: top-dose FP activity change, negative = inhibition, most hits filed as inhibitors; active = well fitted inhibition curve with a large enough effect in the polarisation, with a control signal flat, not every such curve was filed as active; inconclusive = small, poorly fitted or top-dose-only effect, or effect the other way, or a change in a side signal; inactive = no such curve, though single readings can be large or run the other way; the % refers to the polarisation; note: potency is the fitted concentration of half-maximal effect; % of control where 0% means no effect; many of its hits are not listed in these tables
Target sequence (O00255 whole entry, looked up): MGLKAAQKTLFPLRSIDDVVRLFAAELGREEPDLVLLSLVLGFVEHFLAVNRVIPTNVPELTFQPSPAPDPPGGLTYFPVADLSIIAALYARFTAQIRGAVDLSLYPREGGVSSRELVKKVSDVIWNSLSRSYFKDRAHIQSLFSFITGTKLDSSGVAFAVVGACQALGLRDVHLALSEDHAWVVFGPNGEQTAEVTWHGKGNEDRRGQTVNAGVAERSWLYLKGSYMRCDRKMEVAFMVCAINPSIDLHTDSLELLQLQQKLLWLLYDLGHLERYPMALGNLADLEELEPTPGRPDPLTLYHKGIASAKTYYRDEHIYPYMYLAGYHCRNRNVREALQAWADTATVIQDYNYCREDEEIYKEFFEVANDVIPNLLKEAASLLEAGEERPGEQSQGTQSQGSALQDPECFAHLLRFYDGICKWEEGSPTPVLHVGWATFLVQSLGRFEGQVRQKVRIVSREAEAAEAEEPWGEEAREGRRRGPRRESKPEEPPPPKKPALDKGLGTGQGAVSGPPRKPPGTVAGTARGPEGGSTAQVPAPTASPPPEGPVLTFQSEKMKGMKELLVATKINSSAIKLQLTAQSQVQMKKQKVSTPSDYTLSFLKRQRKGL
KCNH2 WT inh: blocks the wildtype human KCNH2 potassium channel; Q12809; U2OS, BacMam KCNH2, thallium flux FluxOr; hits give low values; activity change, % at 1.84 µM; 340,000 tested, 0.37% active;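 active = maximum activity change below -70%; inconclusive = maximum activity change between -70% and -50%; inactive = maximum activity change above -50%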; note: % is set by controls: 0 for no effect and ±100 for the full control effect
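U2OS cells were transduced with wild-type KCNH2 virus (2.03 x 10^8 / mL) for 4 h at room temperature, then cultured overnight at 37 C. Thallium flux was read with FluxOr dye. Rate constants were normalized to DMSO controls.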
TSHR antagonist: human thyrotropin receptor antagonism; P16473; TSHR-expressing cells, TSH-stimulated cAMP HTRF, 2 h; hits give low values; activity change, negative = inhibition, % at 11.5 µM; 330,000 tested, 0.2% active; AID 504810;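 active = activity change below a set negative limit, meaning inhibition stronger than a set level, cut at about -70% in these data; inconclusive = activity change between two set negative limits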; note: % is set by controls: 0 for no effect and ±100 for the full control effect
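Freshly harvested TSHR cells receive pin-tooled compound, then EC80 TSH at 4nM final. After 2 hours at 37 deg C, antibody in lysis buffer and cAMP-d2 are added; 30 minutes at ambient temperature precede the HTRF read.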
Eya2 inh: blocks the phosphatase activity of human Eya2. O00167. 330,000 tested, 0.006% active. Potency, µM (series often up to 76.9 µM), for the others: at the highest dose activity, negative = inhibition, hits mostly inhibitors. recombinant Eya2, OMFP fluorescence dephosphorylation (OMFP is methylfluorescein phosphate); note: potency is the fitted concentration of half-maximal effect; % is set by controls: 0 for no effect and ±100 for the full control effect
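Eya2 (0.2 uM) preincubated 10 min at ambient with compound, then OMFP substrate added at 50 uM; 10 min reaction in 50 mM HEPES pH 7.5, 50 mM NaCl, 5 uM MgCl2, 0.05% BSA, 1 mM DTT. Fluorescence read at Ex 485/Em 525 nm.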
Mito fusion act: blocks mitochondrial division or promotes mitochondrial fusion; S. cerevisiae fusion-defective mutant growth rescue, CellTiterGlo 48 h; Potency, µM (highest dose often 46.1 µM), for the others: top-dose growth rescue (activation), usual class: activators; 320,000 tested, 0.23% active; AID 485298;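 note: potency is the fitted concentration of half-maximal effect; % of control where 0% means no effect; nearly all actives have a fitted effect of over 45% in size; temperature-sensitive fusion mutants such as fzo1-1 at 37 °C on non-fermentable ethanol glycerol medium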
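Luminescent cell viability in 1536-well qHTS format served as the measure of rescued growth in ts fusion-mutant S. cerevisiae cultured on non-fermentable YPEG for 48 hours at 37C.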
BCR signal inh: chronic active BCR signaling inhibition | ABC-DLBCL IkBa-CBG/CBR reporter, luminescence ratio, 4 h | Potency, µM (titrated, usually from 46.1 µM), for inactives: at the highest dose ratio change, negative = lower green/red ratio, most hits filed as inhibitors | 340,000 tested, 0.05% active | AID 493014; active = well fitted inhibition curve with a large enough effect in the signal ratio, with a control signal flat, not every such curve was filed as active; inconclusive = small, poorly fitted or top-dose-only effect, or effect the other way, or a change in a side signal; the % refers to the signal ratio;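 note: potency is the fitted concentration of half-maximal effect; plate controls were basal doxycycline-induced cells for no effect and cells given 10 µM MG132 for full effect; MG132 reads +100%, hits lower the ratio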
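TMD8 ABC-DLBCL cells carrying doxycycline-inducible green luciferase fused to IkappaBalpha plus unfused red luciferase were exposed to compounds (up to 46 uM) for 4 hrs at 37C. Activity came from the overlap-corrected green/red luminescence ratio.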
S-ASM inh: blocks human secretory acid sphingomyelinase | 340,000 tested, 0.006% active | Potency, µM (top dose mostly 57.5 µM), for the others: top-dose activity change, negative = inhibition, actives largely listed as inhibitors | placental ASM, HMU-PC fluorogenic substrate, 60 min | P17405 | AID 504937; note: potency is the fitted concentration of half-maximal effect
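Steps: dispense placental human ASM, pin compound, wait 10 min at room temperature, add HMU-PC0 substrate at 9 uM final, incubate 60 min at 37 °C, add stop solution raising pH to 10, read fluorescence.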
Starred values were filed as active, the others as inactive; ? = inconclusive; · = not tested or not shown; [ ] = dose if it differs, or a comment. Unless noted, calls come from the whole dose curve; as a rule, active = well fitted curve in the direction sought with a large enough effect; inconclusive = small, poorly fitted or top-dose-only effect, or another doubt; inactive = no such curve, though single readings can be large; an effect the other way counts as inactive or inconclusive.

SMILES | MBNL1-CUG inh | PKM2 activator | USP2a inh | GALK inh | Menin MLL FP TR | KCNH2 WT inh | TSHR antagonist | Eya2 inh | Mito fusion act | BCR signal inh | S-ASM inh
O=C(CCS(=O)(=O)c1ccc(Cl)cc1)Oc1ccc2c(c1)OCO2 | 3% | 0% | 2% | 4% | -3% | 5 | -14 | 5% | -2% | 4% | -1%
C/C=C/COC(=O)C1=C(C)NC(=O)NC1c1ccc2c(c1)OCO2 (stereo not drawn) | 6% | 1% | 2% | 4% | -27% | 5 | 8 | -3% | 0% | 0% | 2%
Cc1ccc(NC(=O)COc2coc(CN3CCc4ccccc4C3)cc2=O)c(C)c1 | · | · | 1% | · | · | 14 | -6 | 13% | 6% | 1% | -2%
O=C(O)C1CCN(S(=O)(=O)c2ccc3c(c2)OCCCO3)CC1 | 2% | 3% | 8% | -1% | -8% | 15 | -9 | 7% | -6% | 0% | 1%
COc1cccc(N(CC(=O)NC2CCCCC2)C(=O)c2snc(C(N)=O)c2N)c1 | 13% | 1% | 0% | -2% | -14% | -5 | -18 | -4% | 4% | 11% | 157%[activator]
CN(C)C(=S)NC(=O)C12CC3CC(C)(CC(C)(C3)C1)C2 | 1% | 0% | -1% | 4% | · | 2 | 0 | -12% | -8% | -4% | 6%
COc1ccc(-c2cc(C(F)(F)F)c(C#N)c(SCC(=O)Nc3nc(C)co3)n2)cc1 | 1% | -24% | 3% | 0% | -1% | -48 | 1 | -4% | -1% | 1% | 425%[activator]
CCCCN1CN(Cc2ccccc2)CNC1=S | -1% | -23% | 3% | 0% | -16% | -5 | 4 | 6% | -2% | -10% | 0%
N#CCC(=O)N/N=C\c1ccccc1OC/C=C/c1ccccc1 | -2% | -7% | 4% | 5% | · | 24 | -11 | 0% | -4% | ? | -7%
O=C(N/N=C1/SCC(=O)N1Cc1ccco1)c1ccccc1F | 10% | 5% | 1% | 9% | 0% | 1 | 10 | 8% | 11% | -3% | 1%
Cc1ccc(-n2ncc3c(N4CCCC(C)C4)ncnc32)c(C)c1 (stereo not drawn) | 0% | 12% | -3% | 1% | · | 0 | -19 | -5% | -1% | -4% | -1%
Cc1ccc(NC(=S)Nc2ccc(C(C)C)cc2)cc1S(=O)(=O)N1CCCCCC1 | -10% | -20% | -9% | 1% | -12% | -9 | 13 | -12% | 6% | ? | ·
Cc1cc(C)n(-c2ccc(Cl)c(C(=O)OCC(=O)N3CCCCC3C)n2)n1 (stereo not drawn) | 11% | 0% | 1% | 6% | -18% | 4 | -2 | -8% | 3% | 9% | -1%
COc1ccc(CC(=O)OC(C)C(=O)Nc2ccc(S(N)(=O)=O)cc2)cc1 (stereo not drawn) | · | · | 0% | · | · | 4 | 13 | 11% | -11% | 1% | -2%
CCCCCCn1c(-c2cccs2)n[nH]c1=S | 2% | -1% | 0% | 12% | 1% | -10 | -8 | 7% | 5% | -1% | -7%
COc1cccc(NC(=O)CN(C)C(=O)c2cc(C3CC3)nn2-c2ccccc2)c1 | · | · | -4% | · | · | -7 | -2 | 9% | 4% | ? | 5%
CCOC(=O)c1cnn(CCOC(=O)Cc2cccs2)c1NC(=O)Cc1cccs1 | -1% | 1% | 0% | -3% | -14% | 5 | -3 | 15% | -1% | -2% | 8%
Cc1ccc(NC(=O)COC(=O)C2(c3ccc(Cl)cc3)CCCC2)cc1 | -3% | -1% | -2% | · | 13% | 0 | -26 | -3% | -7% | ? | -9%
Cc1cc(C(C)(C)C)ccc1NC(=O)CC(C)(C)CC(=O)O | -5% | -9% | 1% | 4% | · | 4 | 12 | 2% | -5% | 0% | -3%
O=C(Nc1ccc2c(c1)CCCN2C(=O)c1ccccc1)c1ccccc1Br | 0% | · | 3% | -7% | 4% | -20 | -12 | -18% | 17% | 0% | -6%
C[C@@H]1OC(Nc2ccc(N=Nc3ccccc3)cc2)[C@H](O)[C@H](O)[C@H]1O (stereo partly drawn) | · | -6% | 0% | 1% | · | 6 | -9 | 7% | -1% | ? | -20%
O=C1/C(=C/c2cccnc2)SC(=NCc2ccccc2)N1Cc1ccccc1 | 4% | -11% | 1% | -1% | -3% | -9 | -11 | 5% | -5% | 5% | -18%
c1csc(-c2nc(N3CCCCC3)no2)c1 | -2% | · | -1% | 1% | 26% | -4 | 2 | 5% | -3% | ? | 1%
COn1c2c(c3c4no[n+]([O-])c4ccc31)CCCC2 | 6% | 2% | 2% | 3% | 1% | -8 | 7 | -2% | 0% | 14% | 0%
O=C(Nc1ccc(F)cc1F)C1CCN(c2ncnc3c2sc2cccc(F)c23)CC1 | -1% | 29% | 0% | · | 9% | 0 | -5 | ? | -3% | 19% | 0%
CCCCC1(C)OC(=O)C(=Cc2ccc(SC)cc2)C(=O)O1 (stereo not drawn) | -8% | -1% | 0% | 0% | 7% | -4 | -1 | 0% | 4% | -7% | -2%
COc1ccc(C(=O)O/N=C/c2c(C(F)(F)F)nn(C)c2SCc2ccccc2Cl)cc1 | -11% | -1% | 0% | 3% | 6% | -3 | 5 | 3% | 1% | 3% | -6%
O=C(Cc1c(F)cccc1Cl)Nc1cc(S(=O)(=O)N2CCOCC2)ccc1N1CCCC1 | · | · | 1% | · | · | 0 | 1 | 1% | · | 3% | 1%
COc1cccc(NC(=O)CN(C)C(=O)c2cn(-c3ccccc3)nc2-c2cccnc2)c1 | · | · | 0% | · | · | 13 | -3 | 0% | 0% | ? | -1%
COCCNC(=O)c1cc2cc3ccc(OC)cc3nc2o1 | ? | · | 2% | -5% | ? | -9 | 4 | -6% | -1% | ? | 422%[activator]
CC(c1ccccc1F)n1cc(C(=O)NCCCc2nc3ccccc3[nH]2)nn1 (stereo not drawn) | 3% | 0% | -1% | -1% | -8% | -1 | -7 | 1% | -3% | 1% | 1%
O=C(NC1CCN(Cc2ccccc2)C1)c1cccc(S(=O)(=O)N2CCOCC2)c1 (stereo not drawn) | · | · | -1% | · | · | 22 | 1 | -41% | 0% | -1% | -2%
CC(C)OC(=O)CSc1nnc(CNc2nc(-c3ccccc3)cs2)n1C | 8% | 1% | 3% | 6% | -1% | 2 | 3 | -2% | -4% | 1% | -3%
Cc1ccc(-n2cc(CN(C)Cc3nccn3C)c(-c3ccc(F)cc3)n2)cc1 | 1% | -4% | -2% | 3% | -29% | · | 8 | -10% | -32%[inhibitor] | 17% | 0%
Cc1cc(OCC(=O)Nc2ccc3oc(-c4ccncc4)nc3c2)ccc1Cl | -6% | 6% | · | 1% | 7% | -3 | · | · | -5% | · | 7%
O=C(NCc1ccccc1)C(c1cccnc1)N(C(=O)c1csnn1)c1ccc(F)cc1 (stereo not drawn) | 0% | · | 1% | -1% | 2% | 2 | -10 | -9% | -3% | 0% | 2%
O=S(=O)(NNc1ncc(C(F)(F)F)cc1Cl)c1ccccc1 | · | · | 2% | · | · | -15 | 30 | -7% | -13% | 8% | 0%
O=C(NCCc1ccncc1)C12CC3CC(CC(C3)C1)C2 | -5% | 0% | 0% | 0% | 1% | 7 | 6 | 10% | 0% | ? | 9%
O=C(Nc1ccc(Br)cn1)c1cccc(-c2cc3ccccc3oc2=O)c1 | 21% | -5% | 1% | 0% | -29% | -1 | 6 | -10% | 0% | ? | 4%
COc1cc(-c2ccc3sc(-c4ccsc4)c(C#CCO)c3c2)cc(OC)c1OC | · | · | -1% | · | · | 6 | -38 | 7% | ? | ? | -12%
CCN(c1ccc(OC)cc1)S(=O)(=O)c1cc(-c2cc(C)no2)ccc1C(C)C | -6% | 3%[0.46 µM] | 0% | 1% | -6% | 7 | -50 | -14% | -5% | 14% | -4%
Cc1ccc(-n2c(CCc3ccccc3)nnc2SCC(=O)NCc2ccccc2)cc1C | 0% | -1% | 0% | 0% | -4% | -1 | -4 | -13% | 0% | ? | -4%
COc1ccc(OC)c(NC(=O)c2ccc(CSc3ncccn3)cc2)c1 | -4% | -3% | -1% | 0% | 24% | 3 | -6 | 3% | 14% | -9% | -1%

A portion of the library, so the mix of outcomes need not match the whole.
